From PubChem BioAssay
Rab7 wt GTP bind = modulators of GTP binding to dog Rab7 wildtype GTPase. GST-Rab7 beads, fluorescent GTP binding, flow cytometry; actives lie on both sides; untreated = 100%, excess cold GTP = 0%. GTP binding activity (percent of control), % at 10 µM. 0.055% of 190,000 active. AID 758;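 active means fluorescent GTP binding to Rab7 beads changed by at least 20 points from the 100% baseline, either direction, mostly lower; inconclusive means compound itself probably fluorescent, or too few beads counted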;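 further: median green fluorescence of bound Bodipy-FL-GTP per Rab7 bead population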
Bim-Bcl-B = human Bim-Bcl-B interaction inhibition; Q9HD36; bead-based flow cytometry, Bim peptide-Bcl-B binding; inhibition, % at 10 µM; 0.073% of 190,000 active;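 further: 0% = tracer peptide without compound and 100% = reference inhibitor peptide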
Target sequence (Q9HD36 whole entry, looked up): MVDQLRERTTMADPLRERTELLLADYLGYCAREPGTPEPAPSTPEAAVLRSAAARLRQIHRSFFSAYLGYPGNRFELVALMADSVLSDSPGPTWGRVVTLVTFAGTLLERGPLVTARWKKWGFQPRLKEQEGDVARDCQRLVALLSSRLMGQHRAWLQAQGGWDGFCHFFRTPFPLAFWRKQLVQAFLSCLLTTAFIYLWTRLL
Cdc42 wt = human Cdc42 wildtype GTP binding change, either direction; P60953; GST-Cdc42 beads, Bodipy-GTP binding, flow cytometry; actives lie on both sides; percent activity (GTP binding), % at 10 µM; 0.2% of 190,000 active;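 active means percent activity GTP binding at least 20 points away from the 100% baseline, either down as inhibitor or up as activator; inconclusive means compound flagged as likely green fluorescent from well-wide comparison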;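 further: median bead fluorescence of bound Bodipy-FL-GTP at 100 nM; 0% = excess unlabeled GTP control and 100% = no compound control; below 100% means less GTP binding so inhibitor and above means activator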
Rac1 wt GTP bind = modulators of human Rac1 wildtype GTP binding; P63000; 0.27% of 190,000 active; GTP binding activity (% of control), % at 10 µM; GST-Rac1 beads, fluorescent GTP binding, flow cytometry; actives lie on both sides; 0 = cold GTP competed, 100 = untreated;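 active means GTP binding activity at least 20 points away from the 100% control level, either lower or higher; inconclusive means compound flagged as likely green fluorescent, judged across all proteins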
Rab2A wt mod = changes GTP binding to wildtype dog Rab2A, up or down; P61105; GST-Rab2 wt beads, Bodipy-GTP binding, flow cytometry; GTP binding activity, % at 10 µM; 0.19% of 190,000 active;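 active means GTP binding activity at least 20 points away from 100%, either lowered or raised; inconclusive means signal likely due to the compound's own green fluorescence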;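 further: 0% = beads with excess unlabeled GTP and 100% = no-compound control corrected for plate trend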
Bcl-W Bim block = inhibitors of Bim-Bcl-W interaction, human | Q92843 | bead-based flow cytometry, Bim peptide-Bcl-W binding | inhibition, % at 10 µM | 0.02% of 190,000 active;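 further: 0% = bound tracer without compound and 100% = peptide blocker; higher means less fluorescent Bim peptide bound to Bcl-W beads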
Target sequence (Q92843 whole entry, looked up): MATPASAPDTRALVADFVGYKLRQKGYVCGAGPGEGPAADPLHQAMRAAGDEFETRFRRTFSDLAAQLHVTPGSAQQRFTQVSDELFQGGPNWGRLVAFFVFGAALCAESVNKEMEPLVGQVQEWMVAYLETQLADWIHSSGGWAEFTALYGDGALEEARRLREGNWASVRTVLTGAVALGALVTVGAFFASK
Bfl-1 Bim block = inhibitors of Bim-Bfl-1 interaction, human; Bead-based flow cytometry, Bim-Bfl-1 binding inhibition; 0.12% of 190,000 active; Q16548; inhibition, % at 10 µM;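 further: 0% = wells without compound plus tracer and 100% = blocker peptide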
Bcl-XL Bim block = disrupts Bim peptide binding to human Bcl-XL. 0.04% of 190,000 active. inhibition, % at 10 µM. Q07817. bead flow cytometry, fluorescence
Target sequence (Q07817 whole entry, looked up): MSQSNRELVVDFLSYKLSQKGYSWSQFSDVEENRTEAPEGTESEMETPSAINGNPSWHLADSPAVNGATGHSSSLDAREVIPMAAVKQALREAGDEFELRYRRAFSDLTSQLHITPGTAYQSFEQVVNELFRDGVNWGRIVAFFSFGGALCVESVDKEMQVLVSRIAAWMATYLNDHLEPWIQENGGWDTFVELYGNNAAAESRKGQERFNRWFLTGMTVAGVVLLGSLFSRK
HRas wt GTP = human HRas wildtype GTP binding, change in either direction; GTP binding activity, % at 10 µM; GST-Ras wt beads, Bodipy-FL-GTP binding, flow cytometry; actives lie on both sides; 0.14% of 190,000 active; P01112;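 active means GTP binding activity at least 20% away from the 100% baseline, either lowered as inhibitor or raised as activator; inconclusive means flagged as likely green fluorescent, judged across all proteins in the well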;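 further: 0% = unlabeled GTP competition control and 100% = no-compound control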
Target sequence (P01112 whole entry, looked up): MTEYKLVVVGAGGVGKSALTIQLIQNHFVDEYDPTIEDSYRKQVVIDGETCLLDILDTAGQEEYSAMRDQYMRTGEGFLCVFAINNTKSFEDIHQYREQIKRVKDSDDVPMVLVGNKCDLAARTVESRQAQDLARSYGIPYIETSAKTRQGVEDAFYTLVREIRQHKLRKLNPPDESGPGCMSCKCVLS
Bim-Bcl-2 = human Bim-Bcl-2 interaction inhibition | P10415 | Bead-based flow cytometry, Bim peptide-Bcl-2 binding | inhibition, % at 10 µM | 0.06% of 190,000 active; in the data active means inhibition above about 40%; inconclusive means no clear call, values can overlap the other calls;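 further: 0% = no compound wells with probe peptide and 100% = reference peptide inhibitor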
Rac1 mut GTP = alters GTP binding to activated mutant human Rac1 | GST-Rac1 activated beads, fluorescent GTP binding, flow cytometry; actives lie on both sides; 100% means binding = to untreated wells | percent activity (GTP binding), % at 10 µM | P63000 | 0.11% of 190,000 active;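 active means GTP binding at least 20 percentage points away from the 100% baseline, in either direction, so actives lie on both sides; inconclusive means Compound likely fluorescent itself, or too few beads counted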
An asterisk follows results filed as active; ? = inconclusive; . = no result given. Unless noted, no stated cut-off is given here; in the data, active means inhibition above about 40%. Rows were taken by chance; about 0.62% have a hit in one of these screens.

SMILES	Rab7 wt GTP bind	Bim-Bcl-B	Cdc42 wt	Rac1 wt GTP bind	Rab2A wt mod	Bcl-W Bim block	Bfl-1 Bim block	Bcl-XL Bim block	HRas wt GTP	Bim-Bcl-2	Rac1 mut GTP
CCCN1C(=O)C(Cc2nc3ccccc3c(=O)n2-c2ccccc2)c2ccccc21 (stereo not given)	104	-4	100	108	101	-3	0	-10	103	-2	99
CCOC(=O)COn1c(=O)c(-c2ccco2)[n+]([O-])c2ccccc21	97	-11	101	102	96	0	-4	-2	101	-6	95
COCCn1c(SCC(=O)N2CCCc3ccccc32)nc2cccnc21	95	1	103	101	98	-1	-1	-2	101	2	98
COc1ccc(CCNC(=O)Cc2cc(OCc3ccccc3)c(OC)cc2[N+](=O)[O-])cc1OC	99	-4	96	95	94	-3	-2	0	96	-1	95
Cc1cc(=O)[nH]c(SCc2nnc(-c3ccccc3)o2)n1	99	.	96	100	98	2	-2	-10	100	-7	96
N#CNC(=Nc1cccc(F)c1)SCc1ccccc1	104	-4	99	103	101	-3	-1	-3	103	-2	99
CCOC(=O)C(C(=O)OCC)C(C[N+](=O)[O-])c1ccccc1 (stereo not given)	96	0	98	98	96	3	-2	0	98	-1	96
CCCCOc1ccc(N2CC(C(=O)NCCc3ccc(OC)c(OC)c3)CC2=O)cc1 (stereo not given)	105	-3	98	103	102	-2	-4	1	103	0	96
COc1ccc(Oc2c(Cl)cnn(-c3ccc(Cl)c(Cl)c3)c2=O)cc1	92	-6	91	93	87	-4	-3	-1	92	-3	90
COc1ccccc1C(=O)N/C(=C/c1ccc(Br)cc1)C(=O)NCC(=O)O	98	0	101	101	103	1	0	1	102	-1	102
Cn1ccnc1Sc1ccc(C(N)=O)cc1[N+](=O)[O-]	101	-6	96	97	95	1	-7	0	98	-3	95
Cc1cccc(NC(=O)CCNC(=O)c2ccco2)c1C	103	-3	98	100	98	-1	-5	-1	97	-2	99
Cc1cc(C(=O)NNC(=O)c2ccc(S(=O)(=O)N(C)C)cc2)c(C)o1	94	-5	100	103	97	-3	-1	-3	96	-3	100
COc1ccccc1NC(=O)C1=C(C)Nc2nc(CCCO)nn2C1c1cccnc1 (stereo not given)	102	-2	101	100	102	0	-1	0	102	0	100
Cc1cc(C)n2nc(CCCO)nc2n1	103	-1	95	98	97	1	-3	1	97	-2	95
C[N+](C)(C)CCOc1ccc([N+](=O)[O-])cc1	93	-3	96	95	99	1	-6	-1	98	-1	89
Cc1ccc(Nc2c([N+](=O)[O-])c(=O)n(C)c3ccccc23)cc1	95	-6	90	95	93	-3	-8	-1	95	-6	91
COc1ccc(CNC(=O)CN(CC2CCCO2)C(=O)CNS(=O)(=O)c2ccc(F)cc2)cc1 (stereo not given)	101	-11	105	109	100	-6	-19	-10	102	-16	98
COc1cccc(NC(=O)COc2c(F)c(F)c(C(F)(F)F)c(F)c2F)c1	100	-2	98	100	97	0	-7	-2	97	-4	96
NC(=O)c1c(NC(=O)c2cccnc2)sc2c1CCCC2	102	2	91	87	92	2	0	4	95	3	91
Cc1ccc(NC(=O)c2ccc3c(c2)N(CC(=O)N2CCCCC2)C(=O)C(C)(C)O3)cc1	97	1	105	104	104	0	0	1	105	0	103
O=C(Cn1nnc(-c2ccc(CN3CCOCC3)cc2)n1)Nc1nc(-c2ccccc2)cs1	104	6	102	104	100	-3	12	2	100	7	96
CCc1ccc(NC(=S)NCc2ccccc2)cc1	101	-6	97	100	97	-3	-6	-4	99	-2	96
C#CCOC(=O)CCC(=O)NCCc1ccccc1	104	4	107	106	104	4	1	2	106	4	102
CC(=O)C1=C(O)C(=O)N(CCNCCO)C1c1ccccc1 (stereo not given)	100	-10	101	104	99	-2	-16	-9	99	-8	101

The results go on.
SMILES	Rab7 wt GTP bind	Bim-Bcl-B	Cdc42 wt	Rac1 wt GTP bind	Rab2A wt mod	Bcl-W Bim block	Bfl-1 Bim block	Bcl-XL Bim block	HRas wt GTP	Bim-Bcl-2	Rac1 mut GTP
Cc1cccc(C)c1NC(=O)CSc1nc(COc2ccccc2)nc2ccccc12	97	-7	98	98	97	-6	0	-2	99	-1	97
CCc1ccc(OCCOCC(O)CNC(C)CC)cc1 (stereo not given)	98	-7	101	104	100	-2	0	-6	102	0	101
ON1C(c2ccccc2)CC2(O)c3nonc3CCC12 (stereo not given)	105	-10	104	105	103	1	-20	-5	101	-14	100
Cn1c(/C(C#N)=C(\O)CN2CCN(Cc3ccccc3)CC2)nc2ccccc21	102	-10	103	105	102	-3	-16	-4	103	-7	97
O=c1c2ccccc2ncn1CCOc1ccccc1[N+](=O)[O-]	102	3	93	93	95	10	7	4	94	2	92
Cc1ccc2nc(SCC(=O)N3CCCC3)[nH]c2c1	98	-5	103	104	98	0	0	-4	101	0	103
COC(=O)NCC(c1ccco1)N1CCN(c2ccc(F)cc2)CC1 (stereo not given)	96	-5	105	101	96	-3	-1	-3	97	-6	97
COc1cccc(OCCCCCN2CCOCC2)c1	91	-9	94	90	91	0	-13	-2	93	-6	92
CCN1CCN(C(c2ccccn2)c2c(NC(=O)c3ccccc3)sc(C)c2C)CC1 (stereo not given)	102	-1	96	98	101	0	-3	-2	100	0	96
CCOC(=O)CC1=CSC2=NS(=O)(=O)CCN12	94	0	100	101	97	0	0	-1	99	2	97
CC(C)CC(=O)N1CC(C)N(C(=O)CC(C)C)CC1C (stereo not given)	102	-9	100	101	100	-2	-3	-9	102	-6	97
CN1CCN(CCCC(=O)c2ccc(C3CCCC3)cc2)CC1	103	5	104	101	100	-5	-2	-3	103	2	100
Cc1cc(C)c2nc(NC(=O)c3cc(C)on3)sc2c1	98	-9	102	106	100	2	-10	-2	102	-8	99
O=C(CNC(=O)c1ccco1)OCC(=O)c1ccc2c(c1)CCCC2	97	2	100	99	99	1	1	2	99	2	96
O=S(=O)(Cc1ccccc1)/C1=C(\N2CCOCC2)CCCCCC1	102	-5	101	106	98	-1	-19	-8	101	-12	97
CCOc1c(/C=C(\C#N)C(N)=O)c2ccccc2n1CC	99	-10	103	109	102	-8	-2	-11	103	-4	100
O=C(Nc1cc(N2CCOCC2)ncn1)c1ccc(F)cc1	101	-3	98	103	98	0	-6	-3	99	-5	96
CN=c1sc2ccccc2n1CC(O)COCc1ccco1 (stereo not given)	95	0	98	99	98	-1	0	-1	97	0	97
CSc1ccc(/C=C/C(=O)N2CCCN(C)CC2)cc1	103	-39	98	99	98	1	10	-3	98	0	96
COC(=O)c1[nH]c2cccc(OC)c2c1NC(=O)CCN1CCC(C(N)=O)CC1	100	-5	103	108	101	0	-20	-4	102	-17	98
CC12CCC(C(=O)NCc3ccc4c(c3)OCO4)(C(=O)C1=O)C2(C)C (stereo not given)	96	-7	101	100	96	3	-11	1	98	0	96
COc1ccc(/C=C2\CC/C(=C\c3ccc(OC)c(OC)c3)C2=O)cc1OC	99	-9	100	109	100	-3	0	-6	102	0	100
CCNC(=O)COC(=O)Cc1ccc(Cl)cc1Cl	97	-2	99	100	96	-3	-3	-1	99	-2	97
COc1ccc(CN2CCCC(CNC(=O)c3ccc(F)cc3)C2)c(C)c1C (stereo not given)	96	-2	100	100	98	0	-4	1	98	2	98
O=C(/C=N\O)NCCCNCc1ccccc1	103	-3	99	96	102	-4	0	-2	101	-2	97

The list goes on:
SMILES	Rab7 wt GTP bind	Bim-Bcl-B	Cdc42 wt	Rac1 wt GTP bind	Rab2A wt mod	Bcl-W Bim block	Bfl-1 Bim block	Bcl-XL Bim block	HRas wt GTP	Bim-Bcl-2	Rac1 mut GTP
O=C(Nc1c(F)cc(F)cc1Br)c1ccco1	?	-7	?	?	?	0	-13	-6	?	-10	?
COc1ccc(N(CC(=O)NCCC2=CCCCC2)S(=O)(=O)c2ccccc2)c(OC)c1	104	-2	94	98	98	0	0	0	102	0	98
COc1cccc(NC(=O)CSC(N)=O)c1	95	5	99	101	98	-2	-3	-5	99	0	99
COc1cc(OC)cc(C(=O)OCC(=O)NCc2ccc3c(c2)OCO3)c1	94	4	96	98	93	-3	4	0	94	0	94
CCCCn1c(-c2ccccc2)nc2c(=O)n(C)c(=O)[nH]c21	100	0	100	104	99	3	-1	0	99	-1	98
c1ccc(NC2=NCCCCS2)cc1	97	-21	101	108	102	-5	0	-2	99	-7	94

Random excerpt: two compounds from above
SMILES	Rab7 wt GTP bind	Bim-Bcl-B	Cdc42 wt	Rac1 wt GTP bind	Rab2A wt mod	Bcl-W Bim block	Bfl-1 Bim block	Bcl-XL Bim block	HRas wt GTP	Bim-Bcl-2	Rac1 mut GTP
CCN1CCN(C(c2ccccn2)c2c(NC(=O)c3ccccc3)sc(C)c2C)CC1 (stereo not given)	102	-1	96	98	101	0	-3	-2	100	0	96
CSc1ccc(/C=C/C(=O)N2CCCN(C)CC2)cc1	103	-39	98	99	98	1	10	-3	98	0	96

An excerpt from above in order of the Bcl-XL Bim block value, high to low.
SMILES,Bcl-XL Bim block
COc1ccccc1C(=O)N/C(=C/c1ccc(Br)cc1)C(=O)NCC(=O)O,1
CN=c1sc2ccccc2n1CC(O)COCc1ccco1 (stereo not given),-1
c1ccc(NC2=NCCCCS2)cc1,-2
Cc1cc(C(=O)NNC(=O)c2ccc(S(=O)(=O)N(C)C)cc2)c(C)o1,-3
Cn1c(/C(C#N)=C(\O)CN2CCN(Cc3ccccc3)CC2)nc2ccccc21,-4
O=C(Nc1c(F)cc(F)cc1Br)c1ccco1,-6
CC(=O)C1=C(O)C(=O)N(CCNCCO)C1c1ccccc1 (stereo not given),-9
